CSN deneddyl inh – inhibitors of human CSN-mediated cullin deneddylation | inhibition, % at 12.5 µM | hit rate 0.38% among 360,000 | Q92905 | Purified CSN, SCF-Nedd8-OG deneddylation, fluorescence polarization;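 active = pattern-corrected inhibition above about 35%, with an unprinted fluorescence ratio check between 0.5 and 1.5, limit read from the data, passing the limit was not always enough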;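 note: 0% = enzyme with substrate and 100% = substrate without enzyme; some results filed as inactive read as strong as hits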
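Assay system: purified human Csn5 enzyme expressed in HEK293T cells; Input: 0.24 nM Csn5 enzyme, final concentration; Reagent: 10 nM SCFSkp2-Nedd8OG; Compound dosing: 12.5 µM single point; Times: reaction 90 min, room temperature; Technique: fluorescence polarization readout.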
FAS-TE inh – inhibitors of human fatty acid synthase thioesterase domain. P49327. hit rate 0.67% among 360,000. recombinant FAS-TE, OMFH fluorogenic substrate, fluorescence endpoint. inhibition, % at 15 µM;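 active = compounds whose normalised, plate-corrected inhibition of enzyme fluorescence in the single-dose primary screen is 50% or more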;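 note: 0% = DMSO with enzyme and 100% = substrate without enzyme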
SKN-1 inh – inhibitors of C. elegans SKN-1; C. elegans VP596 Pgst-4::GFP/RFP ratio, acrylamide-induced, 24 h; inhibition, % at 21.8 µM; hit rate 0.49% among 360,000;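 active = interference check ratio from 0.5 to 1.5 plus GFP to RFP signal ratio inhibition reaching or exceeding a fixed threshold, cut at about 30% in these data, passing the limit was not always enough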; note: some compounds called inactive have numbers as strong as hits
Neddylation inh – inhibitors of human cullin neddylation. hit rate 0.58% among 360,000. calls only at 25 µM. TR-FRET cullin neddylation, biochemical. AID 651699. P61081+Q13564; in the data active = inhibition above about 36%
Rpn11 block – inhibitors of human proteasome Rpn11 | O00487 | human 26S proteasome, Ub4-pepOG fluorescence polarization; 20S core pre-blocked with epoxomicin | calls only at 20 µM | hit rate 0.59% among 360,000 | AID 588493;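 active = inhibition at 20 µM, scaled to each plate's controls, above about 33%, limit read from the data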
MT1-MMP act inh – blocks activation of human MT1-MMP | AID 651647 | HT1080 RFP-PRO-GFP cells, GFP/RFP ratio fluorescence, overnight; percent of plate control window, DMSO zero | hit rate 0.061% among 360,000 | GFP/RFP ratio change, % at 20 µM | P50281;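 active = GFP/RFP ratio change of at least 30% with cell ATP level not reduced by more than half and red fluorescence within 50% of control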; note: strong numbers were not always called active
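Compound: 20 µM single dose, 1% DMSO / System: HT1080 RFP-PRO-GFP cells / Controls: DMSO and RFP-L50D-GFP cell wells / Read-out basis: GFP/RFP fluorescence ratio / Schedule: overnight compound exposure at 37 °C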
NadD block – blocks S. aureus nicotinate mononucleotide adenylyltransferase | AID 602399 | hit rate 0.78% among 360,000 | inhibition, % at 20 µM | purified NadD enzyme, colorimetric absorbance read-out; in the data active = inhibition above about 26%; note: some compounds past the cut are filed as inactive
PABP1 MLLE inh – blocks PAM2 peptide binding to the PABP1 MLLE domain; P11940; GST-MLLE / FITC-PAM2 fluorescence polarization; inhibition, % at 20 µM; hit rate 0.36% among 360,000; in the data active = inhibition above about 35%, passing the limit was not always enough;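 note: plate controls were DMSO wells with GST-MLLE for no effect and wells lacking GST-MLLE protein for full effect; some results filed as inactive read as strong as hits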
Rin1-Abl PPI inh – human Rin1-Abl interaction inhibition. P00519+Q13671. TR-FRET Rin1/Abl binding, biochemical. inhibition, % at 7.35 µM. hit rate 0.4% among 360,000. AID 588664; in the data active = inhibition above about 5%, passing the limit was not always enough
An asterisk follows results filed as active; i = inactive; nt = no result given. Outcome played no part in choosing rows, and some 3.9% of all compounds hit somewhere here.

SMILES	CSN deneddyl inh	FAS-TE inh	SKN-1 inh	Neddylation inh	Rpn11 block	MT1-MMP act inh	NadD block	PABP1 MLLE inh	Rin1-Abl PPI inh
COc1cc(C(=O)Nc2ccc(C)c(S(=O)(=O)N(C)C)c2)ccc1OCC(=O)N1CCOCC1	7.4	-0.9	1.8	i	i	3.8	3.4	-14.8	4.0
CCOc1ccccc1CN1CCNC(=O)C1CC(=O)N(C)Cc1nonc1C (centres undefined)	-3.9	-0.9	27.6	i	i	2.6	-4.5	5.7	0.5
O=C(NCc1ccco1)c1nc(-c2ccc(F)cc2)no1	5.1	-7.6	6.2	i	i	6.7	-2.0	-8.0	0.5
c1ccc(C[C@H]2CN=C(Nc3ccccc3)N2CCC2CCCC2)cc1	2.4	-86.3	4.0	i	i	0.5	-1.9	1.8	3.0
O=C(CNC(=O)c1ccc(=O)[nH]c1)Nc1ccc(F)c(F)c1	2.9	-5.0	5.5	i	i	0.7	-1.2	8.5	-0.2
COCCN1CC(=O)N(c2cccc(C)c2C)C(c2ccc(Cl)cc2)C1=O (centres undefined)	-1.3	-3.2	-7.5	i	i	-2.0	-1.9	10.2	2.3
CCC(C)(C)NC(=O)C(c1cccc(OC)c1OC)N(Cc1ccccc1)C(=O)CCC(=O)Nc1cc(C)on1 (centres undefined)	2.2	2.9	8.0	i	i	-0.9	-9.9	4.7	1.7
CCOC(=O)Cn1c(=O)oc2cc(S(=O)(=O)N3CCn4c3nc3ccccc34)ccc21	-0.5	1.3	-1.6	i	i	0.7	2.8	-3.1	4.7
CCOC(=O)c1c(N2CCCCC2)c2ccccc2[nH]c1=O	1.0	-8.6	-10.8	i	i	0.7	-1.9	-3.5	-2.6
Cc1csc(NC(=O)c2cc3c(s2)-c2ccccc2OC3)n1	0.5	-4.9	-18.3	nt	i	-3.3	2.4	14.5	1.6
Cc1cccc(C(C)C)c1NC(=O)C(C)OC(=O)Cn1cnc2c1c(=O)n(C)c(=O)n2C (centres undefined)	-3.6	-2.8	-4.1	i	i	0.8	1.5	-6.1	0.4
COc1cc(Cl)c(CNC[C@H]2O[C@@H](n3cnc4c(=O)[nH]c(N)nc43)[C@H](O)[C@@H]2O)c(Cl)c1O	8.5	-7.7	-5.8	i	i	1.8	-0.9	3.3	-0.1

A different layout for 2 compounds above:
canonical_smiles | CSN deneddyl inh | FAS-TE inh | SKN-1 inh | Neddylation inh | Rpn11 block | MT1-MMP act inh | NadD block | PABP1 MLLE inh | Rin1-Abl PPI inh
CCOC(=O)c1c(N2CCCCC2)c2ccccc2[nH]c1=O | 1.0 | -8.6 | -10.8 | i | i | 0.7 | -1.9 | -3.5 | -2.6
Cc1csc(NC(=O)c2cc3c(s2)-c2ccccc2OC3)n1 | 0.5 | -4.9 | -18.3 | nt | i | -3.3 | 2.4 | 14.5 | 1.6

The list goes on.
SMILES	CSN deneddyl inh	FAS-TE inh	SKN-1 inh	Neddylation inh	Rpn11 block	MT1-MMP act inh	NadD block	PABP1 MLLE inh	Rin1-Abl PPI inh
COC(=O)CNC(=O)c1nn(-c2cccc(OC)c2)c(=O)c2ccccc12	-2.5	-4.6	8.8	i	i	2.8	3.2	-2.7	-3.0
O=C(NCCO)C(=O)Nc1cc2c3c(c1)CC(=O)N3CCC2	-0.9	-7.4	13.1	i	i	2.3	-1.1	-19.4	-0.3
COc1ccc(N2C(=O)C3CCCN3C2c2cccc(Br)c2)cc1 (centres undefined)	-1.5	-3.0	8.0	i	i	0.7	-3.5	-6.5	-6.9
Cc1cc(=O)cc(C)n1-c1ccc(Br)cc1	-2.2	-3.9	-2.1	i	i	-11.8	4.8	-0.8	-4.1
Cc1cc2nc(C)c3c(n2n1)CCC3	-9.6	-2.5	-9.4	i	i	2.0	-3.3	-10.9	1.7
O=C(COc1ccc(Cl)cc1)Nc1nnc(S(=O)(=O)N2CCCCCC2)s1	-1.9	3.2	-5.3	i	i	6.1	12.8	-35.8	4.1
O=C(CN1CCCC1=O)NC1C2CC3CC(C2)CC1C3 (centres undefined)	-5.5	-1.5	1.9	i	i	3.5	3.9	6.6	0.0
CCOc1ccc(Oc2ccc(-c3nnc(-c4ccccc4)o3)cc2[N+](=O)[O-])cc1	-1.0	25.8	-14.2	i	i	1.9	0.4	4.4	3.6
CC(C)(C)c1cccc(/C=N/O)c1O	2.0	-161.3	20.6	i	i	-2.2	-7.0	4.5	1.4
CCc1cccc(CC)c1N1C(=O)c2cc(N3CCOCC3)c([N+](=O)[O-])cc2C1=O	2.8	10.4	0.4	i	i	-0.2	-5.1	17.7	-0.2
O=C(NCCCn1ccnc1)c1ccc(Br)c(S(=O)(=O)N2CCOCC2)c1	1.1	-0.1	-12.6	i	i	1.9	-6.0	-11.2	4.4
CCN(CC)CCN1C(=O)C(=O)/C(=C(/O)c2ccc(F)cc2)C1c1ccncc1 (centres undefined)	-2.7	-3.9	3.2	i	i	3.5	-1.9	0.2	1.6
O=S(=O)(Nc1cccc(-c2ccc(N3CCOCC3)nn2)c1)c1cc(Cl)ccc1Cl	4.1	9.9	27.9	i	i	0.3	12.4	20.8	0.3
CCCOc1cccc(-c2nnc(NC(=O)c3ccco3)s2)c1	-1.5	-6.3	7.1	i	i	4.1	8.1	-4.2	-5.1
CCCn1c(=O)[nH]c(=O)c2c1nc(-c1ccc(OC(F)F)cc1)n2CCN1CCOCC1	5.8	-5.8	9.2	i	i	2.7	-4.5	7.5	-4.1
O=C(CN(Cc1ccccc1)S(=O)(=O)c1ccccc1)N/N=C/c1ccccc1[N+](=O)[O-]	5.7	19.5	4.6	i	i	-5.3	4.8	-7.6	-1.5
COc1ccc(OC)c(-n2nnnc2SCC(=O)Nc2cc(C)ccc2OC)c1	-3.1	10.0	-2.1	i	i	-6.1	-13.3	12.9	-1.1
COc1ccc(C(=O)Nc2ccc3c4c(cccc24)CC3)cc1	2.1	7.7	24.9	i	i	1.2	-2.4	-2.4	-3.9
O=C(NNC(=O)C1C2C=CC(C2)C1C(=O)O)c1cc(Cl)ccc1O (centres undefined)	-2.5	-2.2	-6.2	nt	i	1.4	0.9	-9.1	-4.2
CC1(C)CC(=O)C(C=NCCN2CCN(CC(=O)Nc3ccccc3)CC2)=C(O)C1	-12.8	-15.2	-5.4	i	i	3.0	-1.7	7.2	3.0
CCOC(=O)Cn1c(C(F)(F)F)nc2nc(Cl)c(Cl)nc21	-2.7	-0.5	-0.2	i	i	-3.9	2.0	-19.2	3.7
CCOc1ccc(NS(=O)(=O)c2cc3c4c(c2)C(C)C(=O)N4CCC3)cc1 (centres undefined)	4.2	-1.5	10.4	i	i	2.7	-0.4	2.1	4.9
Cc1ccccc1CC(=O)Nc1ccc(S(=O)(=O)N2CCN(C)CC2)cc1	0.6	-2.9	-18.6	i	i	0.0	-8.7	3.5	-0.8
NS(=O)(=O)c1ccc(CCNC(=O)c2ccncc2)cc1	-1.1	-2.6	-5.6	i	i	-2.7	0.6	-4.0	0.7
O=C(CSc1nnc(NC(=O)c2c(F)cccc2F)s1)Nc1ccccc1F	4.0	-5.4	7.0	i	i	4.6	-6.6	18.2	1.9
CS(=O)(=O)c1ccc(S(=O)CC(=O)OCc2ccccc2)c([N+](=O)[O-])c1 (centres undefined)	2.4	23.4	-7.4	i	i	-4.2	-0.5	21.2	0.1
Cc1cc(C)c(NC(=O)C2=COCCO2)c(C)c1	-4.7	-8.3	3.5	i	i	-0.6	1.1	-6.3	2.4
COc1cc(-c2nc3n(n2)C(c2ccncc2)C(C(N)=O)=C(C)N3)cc(OC)c1OC (centres undefined)	-6.6	-1.6	-0.3	i	i	6.9	6.0	-5.6	1.0
Cc1nc2cc(NC(=O)C3COc4ccccc4O3)ccc2s1 (centres undefined)	-6.2	1.7	-9.6	i	i	0.5	1.6	-101.0	-1.4
N#Cc1ccc(NC(=O)COC(=O)CSc2nnc(-c3ccc(Cl)cc3)o2)cc1	3.0	-2.0	1.1	i	i	2.5	-0.7	-50.4	-3.9
Cc1cccc(Nc2nnc(SCC(=O)NCC3CCCO3)s2)c1 (centres undefined)	-5.3	-8.9	16.1	i	i	0.8	-3.4	-8.4	0.1
COC(=O)c1ccc(Sc2ccccn2)c([N+](=O)[O-])c1	1.2	0.0	11.0	i	i	6.2	2.8	10.6	-3.1
COc1ccccc1NC1C=CS(=O)(=O)C1 (centres undefined)	-0.3	-4.1	15.6	i	i	1.5	-3.9	3.7	-0.8
Fc1ccc(-n2nnnc2-c2cnc(-c3cccs3)nc2C(F)(F)F)cc1	-5.9	30.2	7.8	i	i	-3.8	-2.2	-3.4	1.8
CCN(CC)CCN(Cc1cc2cc(C)ccc2[nH]c1=O)C(=S)NCc1ccco1	9.0	-5.1	9.1	i	i	-0.8	-3.9	-107.0	-2.1
O=C(O)CNC(=O)/C=C/c1ccc(Cl)cc1Cl	-3.4	-9.9	6.7	i	i	-1.1	-4.7	7.5	2.1

Gathered by group, the entries above containing bromine
SMILES	CSN deneddyl inh	FAS-TE inh	SKN-1 inh	Neddylation inh	Rpn11 block	MT1-MMP act inh	NadD block	PABP1 MLLE inh	Rin1-Abl PPI inh
COc1ccc(N2C(=O)C3CCCN3C2c2cccc(Br)c2)cc1 (centres undefined)	-1.5	-3.0	8.0	i	i	0.7	-3.5	-6.5	-6.9
Cc1cc(=O)cc(C)n1-c1ccc(Br)cc1	-2.2	-3.9	-2.1	i	i	-11.8	4.8	-0.8	-4.1
O=C(NCCCn1ccnc1)c1ccc(Br)c(S(=O)(=O)N2CCOCC2)c1	1.1	-0.1	-12.6	i	i	1.9	-6.0	-11.2	4.4

Following part.
SMILES	CSN deneddyl inh	FAS-TE inh	SKN-1 inh	Neddylation inh	Rpn11 block	MT1-MMP act inh	NadD block	PABP1 MLLE inh	Rin1-Abl PPI inh
CCN(CC)CCCN1C=C2C(=O)C(C)(OC(=O)C3CCCC3)C(=O)C=C2C=C1c1ccsc1 (centres undefined)	-2.6	-7.2	10.9	i	i	-5.9	1.3	3.6	1.5
COc1ccc(NC(=O)N2CCN(S(C)(=O)=O)CC2)cc1	-11.1	-5.8	1.5	i	i	-2.7	-0.5	-0.1	-0.2
Cc1ccc(S(=O)(=O)N2[C@H](CC(=O)OCc3ccccc3)OC[C@@H]2C(C)C)cc1	-0.5	nt	4.5	i	nt	5.4	nt	nt	nt
O=C(CSc1nc2ccccc2c(=O)n1Cc1ccco1)c1ccccc1	6.8	34.6	14.0	i	i	-15.4	-5.9	29.5	0.4

Screening data as filed in PubChem BioAssay.
